ALOX12 inh: inhibitors of human 12S-lipoxygenase ALOX12; P18054; purified 12hLO, xylenol orange hydroperoxide absorbance; Potency, µM (series often up to 108 µM), without a hit: at the top dose activity change, negative = inhibition, actives largely listed as inhibitors; 580,000 compounds, 1.1% hits; AID 1671190; note: potency is the fitted concentration of half-maximal effect; % is set by controls: 0 for no effect and ±100 for the full control effect
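Purified human 12hLO at 150 nM in 25 mM Hepes, 0.01% Triton X-100, pH 7.0, preincubated 15 min at room temperature with compound. Reaction started with 40 uM arachidonic acid, 30 min at room temperature. Hydroperoxide measured by Fe-xylenol orange, 573/405 nm absorbance ratio.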
BAZ2B inh: inhibitors of human BAZ2B bromodomain; Q9UIF8; AlphaScreen BAZ2B-H3K14Ac peptide displacement; Potency, µM (highest dose often 114 µM), for inactives: top-dose activity change, negative = inhibition, hits mostly inhibitors; 360,000 compounds, 4.4% hits; note: potency is the fitted concentration of half-maximal effect; % is set by controls: 0 for no effect and ±100 for the full control effect; nearly all actives have a fitted effect of over 60% in size
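Protein-peptide AlphaScreen: BAZ2B 50 nM, b-H3K14Ac 50 nM, 1x PBS pH 7.4 + 0.01% Tween-20. Preincubation 30 min RT; cpd 30 min RT (top 110 uM); beads 20 min RT, light-protected.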
G9a inh: blocks human histone lysine methyltransferase G9a | Q96KQ7 | G9a H3K9 monomethylation, AlphaScreen, 2 h | Potency, µM (titrated, usually from 102 µM), inactives show top-dose activity, negative = inhibition, actives largely listed as inhibitors | 350,000 compounds, 8.8% hits | AID 504332; note: potency is the fitted concentration of half-maximal effect; % is set by controls: 0 for no effect and ±100 for the full control effect; nearly all actives have a fitted effect of over 75% in size
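AlphaScreen detection with an anti-monomethyl H3K9 antibody quantified product after a 2 h room-temperature reaction containing 500 nM biotinylated H3K9 peptide, 20 µM SAM and 20 nM enzyme, which had been preincubated 15 min with compound.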
ERG-DNA inh: ERG Ets/DNA interaction inhibition; P11308; 370,000 compounds, 0.028% hits; Potency, µM (series often up to 76.9 µM), without a hit: at the highest dose FP activity, negative = inhibition, hits mostly inhibitors; AID 624246; fluorescence polarization, His-ERG Ets domain / labelled DNA; active = well fitted inhibition curve with a large enough effect in the polarisation, with a control signal flat; inconclusive = small, poorly fitted or top-dose-only effect, or effect the other way, or a change in a side signal; inactive = no such curve, though single readings can be large or run the other way; the % refers to the polarisation;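 note: polarization taken with two DNA probes labelled with fluorescein and Texas red; potency is the fitted concentration of half-maximal effect; % of control where 0% means no effect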
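His-tagged ERG Ets domain (1 uM in the protein solution; 300mM KCl, 50mM Tris-HCl, 1mM EDTA, 1mM DTT, pH 7.5) received compound, then a probe mix of 5 nM fluorescein-DNA and 100nM Texas-615-DNA. Fluorescence polarization was read for both dyes.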
GLS inhibitor: blocks human kidney-isoform glutaminase activity; O94925; Potency, µM (top dose mostly 45.5 µM), for the others: at the highest dose activity change, negative = inhibition, actives largely listed as inhibitors; AID 624170; GLS enzymatic activity, qHTS titration; 410,000 compounds, 0.21% hits; note: potency is the fitted concentration of half-maximal effect; % is set by controls: 0 for no effect and ±100 for the full control effect
Target sequence (O94925 whole entry, looked up, canonical isoform): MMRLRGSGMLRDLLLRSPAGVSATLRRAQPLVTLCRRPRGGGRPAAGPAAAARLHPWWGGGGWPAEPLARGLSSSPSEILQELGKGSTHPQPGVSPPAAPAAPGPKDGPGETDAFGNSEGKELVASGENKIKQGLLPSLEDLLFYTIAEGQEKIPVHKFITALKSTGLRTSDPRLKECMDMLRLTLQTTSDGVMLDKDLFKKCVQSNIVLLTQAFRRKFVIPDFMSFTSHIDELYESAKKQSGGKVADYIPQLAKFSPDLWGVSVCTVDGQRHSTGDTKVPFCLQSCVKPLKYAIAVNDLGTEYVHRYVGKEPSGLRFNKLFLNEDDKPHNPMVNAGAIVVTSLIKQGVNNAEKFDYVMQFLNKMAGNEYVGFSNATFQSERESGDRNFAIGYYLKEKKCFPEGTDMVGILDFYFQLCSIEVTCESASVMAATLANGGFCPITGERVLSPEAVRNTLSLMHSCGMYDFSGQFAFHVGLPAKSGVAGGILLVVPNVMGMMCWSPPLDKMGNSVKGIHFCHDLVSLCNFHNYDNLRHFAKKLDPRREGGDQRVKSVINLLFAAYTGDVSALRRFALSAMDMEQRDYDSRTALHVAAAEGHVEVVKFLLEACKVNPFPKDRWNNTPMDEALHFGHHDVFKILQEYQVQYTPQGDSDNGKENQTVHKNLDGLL
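Assay buffer: 45 mM KH2PO4 pH 8.2, 0.02% Tween-20. hKGA acts on L-glutamine (1 mM solution added); product glutamate is reported by an oxidase/peroxidase Amplex Red coupling, with fluorescence taken at baseline and 30 min.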
HP1b binding inh: HP1-beta chromodomain-methylated histone interaction inhibition | P83916 | AlphaScreen HP1-beta / biotin-H3K9me3 peptide binding | Potency, µM (highest dose often 114 µM), without a hit: at the top dose activity change, negative = inhibition, hits mostly inhibitors | 390,000 compounds, 0.56% hits | AID 540317; note: potency is the fitted concentration of half-maximal effect; nearly all actives have a fitted effect of over 70% in size; inactives centre near 23
Target sequence (P83916 whole entry, looked up): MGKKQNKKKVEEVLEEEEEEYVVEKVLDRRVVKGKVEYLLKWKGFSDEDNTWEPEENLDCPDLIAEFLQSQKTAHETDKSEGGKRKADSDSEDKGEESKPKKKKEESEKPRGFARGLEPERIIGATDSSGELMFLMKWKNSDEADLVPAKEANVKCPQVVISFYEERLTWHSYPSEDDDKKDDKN
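AlphaScreen: HP1-beta (50 nM) preformed 30 min with biotin-H3(1-18)K9me3 peptide (50 nM) in PBS pH 7.4, 0.01% Tween-20. Compound added for 30 min at RT, then streptavidin donor/nickel chelate acceptor beads (10 ug/mL) for 30 min.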
RGS4 inhibitor: human RGS4 inhibition; Potency, µM (titrated, usually from 114 µM), for the others: top-dose activity change, negative = inhibition, usual class: inhibitors; AID 504845; Transcreener GDP fluorescence polarization, RGS4-accelerated GTP hydrolysis; 390,000 compounds, 0.039% hits; note: potency is the fitted concentration of half-maximal effect; % is set by controls: 0 for no effect and ±100 for the full control effect; nearly all actives have a fitted effect of over 75% in size; some results filed as inactive show a strong effect at the top dose
Target sequence (P49798 whole entry, looked up): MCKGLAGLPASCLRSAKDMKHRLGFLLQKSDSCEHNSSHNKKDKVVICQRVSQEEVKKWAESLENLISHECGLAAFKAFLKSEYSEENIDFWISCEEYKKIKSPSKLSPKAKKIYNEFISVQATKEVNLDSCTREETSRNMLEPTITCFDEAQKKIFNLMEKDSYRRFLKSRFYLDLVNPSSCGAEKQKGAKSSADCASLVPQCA
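MLSMR compounds (23 nl, pin-transferred) preincubated 10 min at room temperature with a 500nM (2x) first reagent, then RGS4 at 900nM (2x) plus Transcreener GDP mix added; fluorescence polarization (620/688 nm) read before and after 90 min at 30 °C.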
JMJD2A Tudor: blocks the human JMJD2A Tudor domain; 390,000 compounds, 4.4% hits; Potency, µM (titrated, usually from 114 µM), without a hit: at the highest dose activity change, negative = inhibition, hits mostly inhibitors; AlphaScreen JMJD2A-Tudor / H3K4me3 peptide binding; note: potency is the fitted concentration of half-maximal effect; % is set by controls: 0 for no effect and ±100 for the full control effect; nearly all actives have a fitted effect of over 50% in size
PI4K2A block: blocks human PI4K2A kinase activity | Q9BTU6 | activity change, negative = inhibition, % at 76.9 µM | purified PI4K2A, ADP-Glo luminescence, 1 h; active compounds read low | 420,000 compounds, 0.13% hits; in the data active = activity change below about -50%; inconclusive = mostly about -30% to -49%;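 note: -100% = wells without enzyme as full effect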
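ADP-Glo luminescence measured ADP generated by PI4K2A enzyme (4 ug/mL before mixing) with 1.2 mM PI substrate (pre-mix) and 300 microM ATP (pre-mix). Tris pH7.5 buffer with MgCl2, Triton X-100; 1 h reaction at ambient temperature.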
Numbers without * were called inactive; ? = inconclusive; · = not tested or not shown; [ ] = remark or other dose. Unless noted, calls come from the whole dose curve; as a rule, active = well fitted curve in the direction sought with a large enough effect; inconclusive = small, poorly fitted or top-dose-only effect, or another doubt; inactive = no such curve, though single readings can be large; an effect the other way counts as inactive or inconclusive. An excerpt (hit frequency here may not be typical).

ALOX12 inh,BAZ2B inh,G9a inh,ERG-DNA inh,GLS inhibitor,HP1b binding inh,RGS4 inhibitor,JMJD2A Tudor,mol,PI4K2A block
-0.7%,-5.4%,5.1%,?,-2.3%,24.5%,-4.5%,-0.7%,COc1ccc(C)cc1S(=O)(=O)Nc1cccc(C)c1,-4.6
?,-1.0%,·,-1.5%,-1.3%,25.3%,8.6%,-3.7%,C#CCOc1ccc(C2C3=C(CC(C)(C)CC3=O)N(CC(=O)O)C3=C2C(=O)CC(C)(C)C3)cc1OC,0.2
-0.3%,1.2%,-35.5%[59 µM],-10.7%,-8.5%,36.3%,-13.2%,-24.1%,CCC(=O)OCC(=O)[C@@]1(OC(=O)CC)[C@@H](C)C[C@H]2[C@@H]3CCC4=CC(=O)C=C[C@]4(C)[C@@]3(Cl)[C@@H](O)C[C@@]21C,0.5
-12.0%,2.1%,6.3%[59 µM],-8.1%,6.9%,26.6%,20.2%,-6.9%,CCOC(=O)c1sc(NC(=O)CN2CCCC2)c(C(=O)OCC)c1C,5.8
8.2%,2.2%,4.0%[59 µM],-0.3%,-10.8%,52.2%[activator],-21.2%[56.9 µM],-16.4%,CCOC(=O)C1CCN(S(=O)(=O)c2ccc(Cl)nc2)CC1,7.2
-13.8%,0.2%,-1.4%[59 µM],-5.2%,-0.8%,-2.5%,-0.5%,-6.2%,Cc1cc(SCC(=O)Nc2ccc(C(F)(F)F)cc2)nc(=O)[nH]1,-2.9
?,?,?,8.5%,3.4%,-12.7%,-31.7%,22.4µM*,COCCCN1CCN(C2Cc3ccccc3Sc3ccc(Cl)cc32)CC1 (stereo not drawn),0.1
-1.9%,10.0%,15.5%[12.7 µM],-2.4%,0.3%,37.6%,19.3%,0.9%,COc1ccc(C(=O)NCC(=O)OCC(=O)Nc2c(C)n(C)n(-c3ccccc3)c2=O)cc1,2.0
1.0%,-1.2%,11.2%,-6.4%,11.2%,31.6%,0.4%,-11.0%,COc1cccc(/C(C)=N/NC(=O)c2cc(-c3cccnc3)nc3ccccc23)c1,0.5
?,?,11.0%[12.7 µM],-3.8%,19.4%,11.8%,-2.4%,?,CCOc1cc(N2CCOCC2)c(OCC)cc1NC(=O)COC(=O)CCc1c[nH]c2ccccc12,2.7

Exported comma-delimited: two of the compounds above.
structure,ALOX12 inh,BAZ2B inh,G9a inh,ERG-DNA inh,GLS inhibitor,HP1b binding inh,RGS4 inhibitor,JMJD2A Tudor,PI4K2A block
COCCCN1CCN(C2Cc3ccccc3Sc3ccc(Cl)cc32)CC1 (stereo not drawn),?,?,?,8.5%,3.4%,-12.7%,-31.7%,22.4µM*,0.1
COc1ccc(C(=O)NCC(=O)OCC(=O)Nc2c(C)n(C)n(-c3ccccc3)c2=O)cc1,-1.9%,10.0%,15.5%[12.7 µM],-2.4%,0.3%,37.6%,19.3%,0.9%,2.0

Following part:
ALOX12 inh,BAZ2B inh,G9a inh,ERG-DNA inh,GLS inhibitor,HP1b binding inh,RGS4 inhibitor,JMJD2A Tudor,mol,PI4K2A block
0.0%,-6.0%,11.7%[59 µM],2.2%,-0.4%,47.6%[activator],9.4%[11.4 µM],-13.7%[11.4 µM],O=C(NCCC1=CCCCC1)C1CCN(S(=O)(=O)c2cccc3nsnc23)CC1,1.4
-14.0%,-7.6%,·,-1.7%,14.5%,23.2%,-28.2%,-10.1%,COc1ccccc1NC(=S)NC(NC(=O)C(C)C)C(Cl)(Cl)Cl (stereo not drawn),-0.8
-18.8%,15.1%,-3.6%[59 µM],-0.2%,1.6%,12.2%,0.6%,-5.4%,Cc1ccc(S(=O)(=O)N(c2ccccc2)C2CCS(=O)(=O)C2)cc1 (stereo not drawn),-3.9
?,5.9%,15.0%[59 µM],1.0%,-11.0%,91.6%[activator],-0.6%,3.0%,Cc1cc(Cl)ccc1OCC(=O)N1CCC(c2nc3ccccc3s2)CC1,3.9
133.8%[activator],-22.1%,?,1.7%,0.7%,25.3%,-2.3%,-5.4%,Cc1nnc(SCC(=O)Nc2ncc(Cl)cc2Cl)n1Cc1ccccc1,0.8
-29.2%,20µM*,·,9.9%,3.8%,?,-21.9%,-30.8%[11.4 µM],Cc1ccccc1NC(=O)CN1C(=O)N/C(=C\c2cccn2-c2cccc(C(=O)O)c2)C1=O,-6.1
-7.0%,-9.7%,·,1.0%,3.0%,24.6%,5.5%,-23.8%,C=CCn1c2ccccc2c2nnc(SCCN3CCCCC3)nc21,1.8
·,-10.5%,-2.1%,-5.9%,-25.8%,2.1%,15.8%,-11.2%,O=C(c1ccco1)N1CCN(c2ncnc3c(-c4ccc(Cl)cc4)nsc23)CC1,2.0
2.4%,-11.2%,·,5.1%,-0.3%,23.5%,1.2%,-1.4%,Cc1cc(=O)n2[nH]c(NCc3c(F)cccc3Cl)nc2n1,3.3
10.7%,-14.3%,-24.6%,9.0%,16.2%,29.6%,4.6%,-0.7%,COc1ccc(CN2C(=O)CSCC2=O)cc1OC,-2.2

(listing goes on)
ALOX12 inh,BAZ2B inh,G9a inh,ERG-DNA inh,GLS inhibitor,HP1b binding inh,RGS4 inhibitor,JMJD2A Tudor,mol,PI4K2A block
13.3%,3.3%,-5.5%,-2.8%,0.1%,53.8%[activator],8.4%[11.4 µM],-21.9%[11.4 µM],O=C(COn1nnc2ccc(C(F)(F)F)cc21)Nc1nnc(-c2ccccc2)o1,-0.9
-9.0%,-0.1%,7.9%,-7.9%,11.8%,12.5%,13.8%,-9.7%,O=C(O)c1ccc(/C=N/Nc2nc(N3CCCCC3)nc(N3CCCCC3)n2)cc1,1.6
?,·,?,1.0%,14.8%,29.4%,?,-8.2%,CC(C)(C)Cc1nnc(NS(=O)(=O)c2ccc(F)cc2)s1,4.5
0.0%,0.1%,1.0%,-0.1%,4.4%,40.6%[activator],-2.2%,-16.4%,COCCCNC(=O)[C@H](Cc1c[nH]c2ccccc12)NC(=O)OCc1ccccc1,2.0
31.3%[activator],-1.0%,-0.5%[12.7 µM],-0.7%,1.4%,23.9%,-0.3%,-6.1%,COc1ccccc1C(=O)NCCC(=O)N1CCN(S(=O)(=O)c2ccc(Cl)cc2)CC1,-2.4
-21.8%,17.3%,-46.8%[59 µM],0.4%,13.0%,-5.2%,25.4%,-14.7%,Cc1cc(C(=O)Nc2sc(C)c(-c3ccc(F)cc3)c2C(N)=O)no1,-11.1
-1.0%,-14.4%,34.5%,0.0%,5.7%,33.8%,-23.7%,2.7%,CCOc1cccc(C(=O)NCc2ccccc2)c1,1.0
-23.8%,?,?,18.7%,1.7%,66.1%[activator],-17.1%[56.9 µM],-10.1%,COc1ccc(S(=O)(=O)c2c(O)c3ccc(C(=O)Nc4ccc(F)cc4F)cc3[nH]c2=O)cc1,4.1
-95.7%,12.8%,?,4.8%,16.5%,5.2%,1.3%,-25.1%,CN1C(=O)S/C(=C/c2ccccc2OCc2ccc(C(=O)O)cc2)C1=O,-3.4
15.9%,-2.0%,-35.1%[59 µM],-2.5%,-1.1%,36.1%[activator],-32.5%,-12.2%,CCc1c(C(=O)Nc2ccncc2)csc1C,1.4

Continued:
ALOX12 inh,BAZ2B inh,G9a inh,ERG-DNA inh,GLS inhibitor,HP1b binding inh,RGS4 inhibitor,JMJD2A Tudor,mol,PI4K2A block
1.7%,7.2%,-5.5%[59 µM],2.1%,-7.4%,19.5%,22.3%,-5.6%,Cc1cc2c(cc1S(=O)(=O)N1CCOCC1)NC(=O)CO2,-1.9
2.5%,?,50.1µM*,9.5%,-13.8%,-14.8%,-1.1%,50.1µM*,Cc1ccc(NCCC(=O)c2cccs2)cc1,6.8
-0.2%,-2.0%,88.9%[activator],-4.3%,1.0%,26.5%,-14.4%,-21.3%,O=C(c1cc(-c2cccc(Cl)c2)nc2ccccc12)N1CCCC1,-8.0
15.6%,7.3%,-39.5%[59 µM],-7.3%,-1.0%,13.6%,1.4%,-8.2%,COc1cc(NC(=O)COC(=O)/C=C/c2c(C)nn(C3CCS(=O)(=O)C3)c2Cl)cc(OC)c1OC (stereo not drawn),-0.9
-7.7%,0.1%,-0.6%,-19.5%,-10.1%,74.5%[activator],-10.2%,-3.3%,Cc1cccc(OC(=O)CCN2C(=O)C3C4C=CC(C5CC45)C3C2=O)c1C (stereo not drawn),-0.9
-0.2%,-20.5%,35.5µM*,-4.0%,32.1%[activator],13.6%,10.1%,-0.7%,O=[N+]([O-])c1ccc(S(=O)(=O)Nc2ccc(S(=O)(=O)N3CCCC3)cc2)cc1,0.9

JMJD2A Tudor: hit marks shown above.
ALOX12 inh,BAZ2B inh,G9a inh,ERG-DNA inh,GLS inhibitor,HP1b binding inh,RGS4 inhibitor,JMJD2A Tudor,mol,PI4K2A block
?,?,?,8.5%,3.4%,-12.7%,-31.7%,22.4µM*,COCCCN1CCN(C2Cc3ccccc3Sc3ccc(Cl)cc32)CC1 (stereo not drawn),0.1
2.5%,?,50.1µM*,9.5%,-13.8%,-14.8%,-1.1%,50.1µM*,Cc1ccc(NCCC(=O)c2cccs2)cc1,6.8

Screening data deposited in PubChem BioAssay by National Center for Advancing Translational Sciences (NCATS).
